# MLLE-PAM2 inh: inhibitors of microRNA-mediated deadenylation, human PABP1 MLLE binding; P11940; GST-MLLE / FITC-PAM2 fluorescence polarization; inhibition, % at 20 µM; 360,000 tested, 0.36% active; in the data active means inhibition above about 35%, passing the limit was not always enough;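 further: plate controls were DMSO wells with GST-MLLE for no effect and wells lacking GST-MLLE protein for full effect; some results filed as inactive read as strong as hits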
# CSN deneddyl inh: inhibitors of human CSN-mediated cullin deneddylation. Purified CSN, SCF-Nedd8-OG deneddylation, fluorescence polarization. Q92905. AID 651999. inhibition, % at 12.5 µM. 360,000 tested, 0.38% active;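 active means pattern-corrected inhibition above about 35%, with an unprinted fluorescence ratio check between 0.5 and 1.5, limit read from the data, passing the limit was not always enough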;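 further: 0% = enzyme with substrate and 100% = substrate without enzyme; some results filed as inactive read as strong as hits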
# Target sequence (Q92905 whole entry, looked up, one chain of several): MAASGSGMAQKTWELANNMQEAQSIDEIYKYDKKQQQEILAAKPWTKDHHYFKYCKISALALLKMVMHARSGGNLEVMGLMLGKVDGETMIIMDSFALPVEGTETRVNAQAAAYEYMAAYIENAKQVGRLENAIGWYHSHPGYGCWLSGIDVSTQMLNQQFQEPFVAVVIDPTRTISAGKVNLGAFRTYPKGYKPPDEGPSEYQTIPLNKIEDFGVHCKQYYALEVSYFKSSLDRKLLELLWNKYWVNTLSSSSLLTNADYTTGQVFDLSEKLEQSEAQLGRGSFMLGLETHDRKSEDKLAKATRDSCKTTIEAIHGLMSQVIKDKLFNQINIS
#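 Test system: purified human Csn5 enzyme expressed in HEK293T cells. Amount: 0.24 nM enzyme. Reagent: SCFSkp2-Nedd8OG substrate at 10 nM final. Schedule: 90 min incubation of compound, enzyme and substrate at room temperature. Detection: fluorescence polarization. Read-out: % inhibition of substrate cleavage by Csn5.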
# Rin1-Abl PPI inh: blocks binding of human Rin1 to Abl. P00519+Q13671. TR-FRET Rin1/Abl binding, biochemical. inhibition, % at 7.35 µM. 360,000 tested, 0.4% active. AID 588664; in the data active means inhibition above about 5%, passing the limit was not always enough
# FAS-TE inh: blocks the thioesterase domain of human fatty acid synthase; P49327; recombinant FAS-TE, OMFH fluorogenic substrate, fluorescence endpoint; inhibition, % at 15 µM; 360,000 tested, 0.67% active;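 active means compounds whose normalised, plate-corrected inhibition of enzyme fluorescence in the single-dose primary screen is 50% or more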;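 further: 0% = DMSO with enzyme and 100% = substrate without enzyme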
# Neddylation inh: blocks human cullin neddylation; calls only at 25 µM; P61081+Q13564; 360,000 tested, 0.58% active; TR-FRET cullin neddylation, biochemical; in the data active means inhibition above about 36%
# Target sequence (P61081 whole entry, looked up): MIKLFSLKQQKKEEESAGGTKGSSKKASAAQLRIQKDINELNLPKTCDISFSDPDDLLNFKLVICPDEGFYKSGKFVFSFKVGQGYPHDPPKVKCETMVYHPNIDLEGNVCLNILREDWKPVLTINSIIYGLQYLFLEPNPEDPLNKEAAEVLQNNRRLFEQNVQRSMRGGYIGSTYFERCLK
# Target sequence (Q13564 whole entry, looked up): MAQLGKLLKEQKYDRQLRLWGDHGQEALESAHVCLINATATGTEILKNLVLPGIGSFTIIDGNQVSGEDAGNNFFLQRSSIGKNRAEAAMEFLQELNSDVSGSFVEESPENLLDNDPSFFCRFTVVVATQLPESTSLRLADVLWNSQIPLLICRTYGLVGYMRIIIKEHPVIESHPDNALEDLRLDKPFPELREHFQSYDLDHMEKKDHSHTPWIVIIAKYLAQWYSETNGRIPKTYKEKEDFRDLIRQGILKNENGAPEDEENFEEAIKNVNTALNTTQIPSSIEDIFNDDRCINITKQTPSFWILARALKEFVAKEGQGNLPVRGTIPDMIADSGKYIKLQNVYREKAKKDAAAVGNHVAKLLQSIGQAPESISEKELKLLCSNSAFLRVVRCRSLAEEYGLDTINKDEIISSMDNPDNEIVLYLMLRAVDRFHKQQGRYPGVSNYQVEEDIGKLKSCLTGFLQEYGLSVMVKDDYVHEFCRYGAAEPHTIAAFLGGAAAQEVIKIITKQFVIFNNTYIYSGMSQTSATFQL
# MsrA inh: bovine MsrA inhibition; purified bovine MsrA, absorbance read-out; inhibition, % at 15.5 µM; 360,000 tested, 0.75% active; AID 651718; in the data active means inhibition above about 4.5%;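 further: 0% = vehicle wells with enzyme and 100% = reference inhibitor wells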
# bovine MsrA act: bovine methionine sulfoxide reductase A activation | activation, % at 10.6 µM | 360,000 tested, 0.3% active | purified bovine MsrA, absorbance read-out | AID 602163; in the data active means activation above about 7.5%;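 further: 0% = vehicle and 100% = reference activator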
# eLon inh: inhibits E. coli Lon protease. 360,000 tested, 0.42% active. inhibition, % at 7.94 µM. purified E. coli Lon protease, fluorescence polarization. P0A9M0; in the data active means inhibition above about 13%, passing the limit was not always enough;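 further: 0% = enzyme with probe and DMSO and 100% = no enzyme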
# Tb MetRS inh: Trypanosoma brucei MetRS inhibition; 360,000 tested, 0.4% active; inhibition, % at 11.9 µM; purified T. brucei MetRS, ATP depletion, Kinase-Glo luminescence;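 active means inhibition above a per-plate cutoff of the control wells' mean inhibition plus 3 SD, cut at about 5.5% in these data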;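 further: 0% = DMSO wells median and 100% = median of wells with control inhibitor compound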
#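 Material: T. brucei methionyl-tRNA synthetase, purified; reagent: substrates ATP, L-methionine and bulk Escherichia coli tRNA; dosing: 11.9 µM single point; timing: 15 min plus 2 h at 25 °C; detection: luminescence of leftover ATP; evaluation: % inhibition; control set: DMSO-only wells as low control; replicates: singlicate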
# Numbers without * were called inactive; i = inactive; x = no result given; + = active, no number. An unsorted share of the library; 4% or so of the library scored in one or more.
# The opening 6 entries as a preview:
SMILES	MLLE-PAM2 inh	CSN deneddyl inh	Rin1-Abl PPI inh	FAS-TE inh	Neddylation inh	MsrA inh	bovine MsrA act	eLon inh	Tb MetRS inh
CCCCOc1ccc(C(=O)NCC(=O)NCC2CCCO2)cc1 (centres undefined)	3.0	-0.8	5.2	-2.0	i	-0.4	-2.1	-8.0	-0.3
COc1ccc(/C=C2\Oc3cc(OC(=O)N4CCOCC4)ccc3C2=O)cc1	-8.8	-0.6	-3.6	-2.4	i	0.5	-3.8	-8.0	-0.4
O=S1(=O)C=C(SCCN2CCCCC2)c2ccccc21	-2.8	4.5	2.2	-1.9	i	0.3	1.9	4.2	-0.3
C/C(=N\NS(=O)(=O)c1ccc(Br)cc1)c1ccc2c(c1)OCO2	8.6	-0.7	-1.3	6.3	i	0.4	-2.9	-0.7	0.1
CN(C(=O)c1ccc(NC(=O)Cc2ccc(NC(=O)C3CCN(C(=O)C4CCC4)CC3)cc2)cc1)C1CC1	-0.4	-5.4	37.4*	-2.6	i	0.4	-10.4	22.8	-0.2
CC(C(=O)O)(C1CCCCC1)C1(O)CCCCC1 (centres undefined)	-10.6	0.9	6.8	-2.6	i	1.4	-4.6	1.6	-1.1

# Main list, from the start:
SMILES	MLLE-PAM2 inh	CSN deneddyl inh	Rin1-Abl PPI inh	FAS-TE inh	Neddylation inh	MsrA inh	bovine MsrA act	eLon inh	Tb MetRS inh
CCCCOc1ccc(C(=O)NCC(=O)NCC2CCCO2)cc1 (centres undefined)	3.0	-0.8	5.2	-2.0	i	-0.4	-2.1	-8.0	-0.3
COc1ccc(/C=C2\Oc3cc(OC(=O)N4CCOCC4)ccc3C2=O)cc1	-8.8	-0.6	-3.6	-2.4	i	0.5	-3.8	-8.0	-0.4
O=S1(=O)C=C(SCCN2CCCCC2)c2ccccc21	-2.8	4.5	2.2	-1.9	i	0.3	1.9	4.2	-0.3
C/C(=N\NS(=O)(=O)c1ccc(Br)cc1)c1ccc2c(c1)OCO2	8.6	-0.7	-1.3	6.3	i	0.4	-2.9	-0.7	0.1
CN(C(=O)c1ccc(NC(=O)Cc2ccc(NC(=O)C3CCN(C(=O)C4CCC4)CC3)cc2)cc1)C1CC1	-0.4	-5.4	37.4*	-2.6	i	0.4	-10.4	22.8	-0.2
CC(C(=O)O)(C1CCCCC1)C1(O)CCCCC1 (centres undefined)	-10.6	0.9	6.8	-2.6	i	1.4	-4.6	1.6	-1.1
O=C(OCc1cc(=O)oc2cc(O)ccc12)c1cc(S(=O)(=O)N2CCOCC2)ccc1F	0.9	5.2	-2.0	-3.3	i	0.8	-1.4	-7.9	-0.2
Cc1nc2ccc(NC(=O)c3cccc(S(=O)(=O)N4CC(C)OC(C)C4)c3)cc2s1 (centres undefined)	-20.1	0.9	2.7	0.8	i	0.5	-2.2	-14.5	-1.1
CCC(=O)N1CCN(c2ccnc3cc(Cl)ccc23)CC1	-11.6	2.5	0.8	2.1	i	1.1	-2.5	0.1	-0.3
NC(=O)Cc1nc(-c2ccccc2)cs1	-10.6	-1.7	1.3	-7.2	i	-0.3	-0.6	-12.5	-0.1
COc1ccc(S(=O)(=O)NC(C)C(=O)NC2CC2)cc1C (centres undefined)	-7.2	-2.7	-3.1	-2.3	i	0.2	1.6	-6.4	-0.3
O=C1C2CC=C(Cl)CC2C(=O)N1CC1Cc2ccccc2CO1 (centres undefined)	17.4	-7.8	-3.8	2.7	i	x	0.4	10.1	-1.7
COC(=O)c1sc(NC(=O)c2cc(C)on2)nc1C	11.0	2.5	3.6	-6.2	i	2.7	-4.3	0.1	-0.1
CCOC(=O)c1sc(NC(=O)CN(CC(C)C)CC(C)C)c(C(=O)OCC)c1C	11.8	-3.1	-1.4	20.2	i	-0.5	-2.3	4.3	-0.3
O=C(NCCCNC(=O)C(F)(F)C(F)F)C(F)(F)C(F)F	-9.9	-4.9	-0.6	-3.6	i	-0.7	0.5	0.3	-1.6
NC(=O)c1ccc(Nc2nc(C(N)c3ccccc3Cl)cs2)cc1 (centres undefined)	-3.0	-3.6	2.6	-4.9	i	1.3	-2.5	-1.3	0.0
NS(=O)(=O)c1ccc(NC(=O)CN(C(=O)C(F)(F)F)C2CCCC2)cc1	10.6	0.0	-3.7	-6.9	i	0.5	-6.9	-7.9	-0.1
NC(=O)c1ccc(NC(=O)c2cc(S(=O)(=O)N3CCCCC3)ccc2N2CCOCC2)cc1	-24.1	-2.6	3.0	-4.7	i	1.2	-6.4	-4.8	-0.4
COc1ccc(CNC(=O)C2Cc3c(-c4ccccc4)ccnc3O2)cc1OC (centres undefined)	0.6	3.7	-4.5	-3.8	i	0.5	-4.6	-2.0	0.3
Cc1cccc(NC(=O)C(=O)NCC2CCCO2)c1 (centres undefined)	-10.5	-7.9	0.6	-5.6	i	2.0	1.8	1.2	-0.4
CC(=O)c1cc(-c2nc3ccccc3n2C)n(C)c1	-0.9	0.0	-0.1	-4.0	i	1.8	-0.7	-9.5	0.0
CCOC(=O)C1=CCC(c2ccccc2)N(S(=O)(=O)c2ccccc2C)C1 (centres undefined)	13.7	91.7*	0.6	19.5	i	-0.3	-0.5	-3.8	0.4
Cc1cccc(N2C(=O)CN(Cc3cccs3)C2=S)c1	9.2	2.4	-1.5	4.1	i	-0.3	-0.6	-7.2	-0.5
NC(=O)c1c(NC(=O)COC(=O)c2ccc(O)c(Cl)c2)sc2c1CCCC2	-5.3	6.0	4.3	10.4	i	-0.9	-3.0	-13.4	-0.1
Cc1cc(-c2ccc(C(=O)O)s2)cnc1N	6.2	-4.5	-1.8	-8.9	i	2.4	-2.4	-1.4	-0.4
CCOc1cc2[nH]c(=S)n(CCN3CCCCC3C)c(=O)c2cc1OCC (centres undefined)	-82.9	1.6	-6.4	-3.3	i	0.7	5.3	1.8	-0.8
Cc1cnc(NC(=O)C2CC(=O)N(c3ccc4c(c3)OCCO4)C2)s1 (centres undefined)	-2.8	-6.9	3.7	-4.5	i	-0.2	-10.3	-9.8	-0.5
CCOC(=O)C(CC(=O)O)NCc1ccco1 (centres undefined)	-0.5	-7.7	-3.4	-3.7	i	0.4	-1.3	-9.8	-0.8
O=C(NC(=S)N1CCN(c2ccc(F)cc2)CC1)c1cccs1	-9.2	5.6	-0.9	1.0	i	1.9	-0.9	2.9	-1.0
CCCOc1ccc(C(=O)Nc2ccccc2[N+](=O)[O-])cc1	12.8	-1.6	-0.5	23.2	i	0.1	-1.9	-6.8	-1.7
CCOC(=O)N1C(=O)NC(=O)C1c1ccc(OC)cc1 (centres undefined)	-2.1	-4.3	0.0	-5.5	i	-0.7	-3.4	-8.7	-0.2
CCC(=O)N(Cc1cc(=O)[nH]c2ccccc12)c1ccc(OC)cc1	-0.7	4.0	5.2	-4.4	i	-0.3	-1.5	-2.4	-0.5
CN(C)S(=O)(=O)c1cccc(NC(=O)COc2ccc3ccccc3c2)c1	-7.8	-2.8	-0.8	29.1	i	1.4	-4.7	-3.8	0.2
N#C/C(=C(/O)CN1CCCCC1)c1nc(-c2ccc(Cl)cc2)cs1	-2.8	7.5	3.9	-3.4	i	3.4	-1.8	-7.4	0.4
O=C(Nc1cccc(C(F)(F)F)c1)Nc1nnc([C@H]2C[C@H](O)[C@@H](CO)O2)s1	-5.6	-1.0	-1.2	-2.4	i	-0.5	-1.9	0.8	-0.1
COc1ccccc1C(=O)NNC(=O)c1cccc(O)c1	3.7	-0.6	-1.4	-4.5	i	-1.5	-0.6	-9.7	0.5
Cn1ccc(-c2ccccc2)c(C#N)c1=O	-22.9	-0.2	-0.6	-11.3	i	2.0	-4.0	-6.5	-0.7
COc1ccc(CCCNC(=O)C2(C)Cc3c(-c4cccc(C(N)=O)c4)ccnc3O2)cc1 (centres undefined)	-0.9	3.9	3.8	-6.1	i	-0.8	-10.0	-5.4	6.6*
CC(C)(C)c1csc(NC(=O)c2ccccc2O)n1	0.4	1.7	-0.4	1.1	x	0.8	-3.4	-3.1	-0.2
CN(CCO)c1cnccn1	-3.4	0.2	2.0	-10.7	i	0.4	-3.0	-4.7	-0.7
CCC(=O)N1c2ccccc2NC2=C(C(=O)CCC2)C1c1ccc(N(C)C)cc1 (centres undefined)	-1.2	2.6	2.2	-2.3	i	3.6	-1.8	5.8	0.0
CC(C)(C)OC(=O)NCc1ccc(NC(=O)c2nc[nH]c2C(=O)NCCNC(=O)c2[nH]cnc2C(=O)Nc2ccc(CNC(=O)OC(C)(C)C)cc2)cc1	1.5	1.0	0.1	-5.0	x	x	-2.1	-11.2	-0.4
COc1ccc(C(=O)Nn2c(C)nc3ccccc3c2=O)cc1OC	21.7	2.6	-1.1	-2.3	i	-0.5	-4.0	7.1	-0.8
COc1ccc(C2(C)NC(=O)N(CC(=O)NCc3ccccc3)C2=O)cc1OC (centres undefined)	1.5	-0.7	1.9	-7.0	i	-0.9	-5.1	11.9	-0.2
CC(=O)Cc1nsc(Nc2cccc(C)c2)n1	-0.4	-2.7	2.1	-3.6	i	0.0	-8.2	0.9	-0.9
COc1ccc(CNC(=O)N2CCN(S(=O)(=O)c3ccccc3)CC2)cc1	4.8	-2.7	2.9	-3.1	i	0.4	-10.8	7.3	-1.2
CCCOC(=O)c1c(NC(=O)CSc2nc(-c3ccco3)cc(C(F)(F)F)n2)sc(C(=O)OC)c1C	7.6	5.3	-0.1	26.1	i	-0.4	-3.6	6.8	-0.3
N#Cc1ccccc1OCC(=O)N1N=C(c2cccs2)CC1c1ccco1 (centres undefined)	-13.3	-0.7	2.1	23.0	+	0.5	-6.0	-20.5	-0.4
COc1cccc(N2CCN(c3nc(C)cc(=O)[nH]3)CC2)c1	-2.2	-2.0	-1.9	-3.0	i	-0.4	-7.7	0.9	0.2
O=C(Nc1ccccc1C(F)(F)F)c1ccccc1Br	6.7	-4.7	0.9	-1.1	i	-0.8	-4.0	-5.1	0.4
CNC(=S)N(Cc1cccs1)Cc1cc2cc(OC)ccc2[nH]c1=O	-147.4	-3.7	2.9	-0.6	i	-0.3	-3.1	6.1	0.4
COc1ccc(NC(=O)CSc2nnc3ccc(-c4cccnc4)nn23)cc1OC	7.8	0.5	-0.6	-3.9	i	-0.6	-1.8	0.7	-0.3
Nc1csnc1C(=O)O	-1.2	3.6	5.1	-7.8	i	0.3	-2.2	-9.8	-0.1
Nc1nc2ccccc2n1C(=O)c1ccccc1	14.5	3.7	0.7	-5.0	+	0.1	-3.6	-7.9	-0.6
Cc1ccc(/C=N/NC(=O)CSc2nnc(-c3ccccc3)n2-c2ccc(Cl)cc2)o1	-37.3	-5.7	1.0	1.3	i	1.1	-1.9	-1.5	0.2
CC(Oc1cccc(Cl)c1)C(=O)Nc1cc(Cl)ccc1N1CCOCC1 (centres undefined)	-4.4	-4.8	0.6	38.7	i	0.0	1.5	1.3	-0.5
CN(C)Cc1c(C(=O)N/N=C/c2cccnc2)nnn1-c1nonc1N	-5.5	5.4	1.0	-3.9	i	0.8	-2.7	-3.6	-0.2

# Assay outcomes from PubChem.
